Assay outcomes (PubChem)
Plk1 PBD FP = blocks phosphopeptide binding to human Plk1 polo box domain. actives 0.13% (n = 97,000). Plk1 PBD phosphopeptide binding, fluorescence polarization. inhibition, %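 (tested at about 20 µM)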; in the data active = inhibition above about 34%, passing the limit was not always enough
PLK1 inh = PLK1 (human) kinase inhibition | actives 0.53% (n = 97,000) | AID 619 | inhibition, % at 10 µM | recombinant PLK1 kinase, TR-FRET peptide phosphorylation;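 active = inhibition of 50% or more in the single-concentration screen; inactive = inhibition below 50%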;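 also: 0% = DMSO max control and 100% = H-89 dihydrochloride min control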
CYP2C9 inhib = blocks human cytochrome P450 2C9. AID 777. CYP2C9 Supersomes, luciferin-H conversion, luminescence. inhibition, % at 5 µM. actives 20% (n = 96,000);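 active = blocking of liver enzyme CYP2C9 beyond about 50% at 5 µM, limit read from the data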; also: values of inactives mirror those of a sister screen read the other way
CYP2C19 activ = activators of human cytochrome P450 2C19. activation factor at 5 µM. AID 1025. recombinant CYP2C19, luciferin-H EGE luminescence; active compounds read high; 0 = fully inhibited enzyme, 1 = untreated enzyme. 96,000 tested, under 10 active;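 active = activation factor of at least 2 at 5 µM in the primary screen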;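 also: 0 = wells with 2.5 mM tranylcypromine and 1 = vehicle-only wells; values of inactives mirror those of a sister screen read the other way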
Target sequence (P33261 whole entry, looked up): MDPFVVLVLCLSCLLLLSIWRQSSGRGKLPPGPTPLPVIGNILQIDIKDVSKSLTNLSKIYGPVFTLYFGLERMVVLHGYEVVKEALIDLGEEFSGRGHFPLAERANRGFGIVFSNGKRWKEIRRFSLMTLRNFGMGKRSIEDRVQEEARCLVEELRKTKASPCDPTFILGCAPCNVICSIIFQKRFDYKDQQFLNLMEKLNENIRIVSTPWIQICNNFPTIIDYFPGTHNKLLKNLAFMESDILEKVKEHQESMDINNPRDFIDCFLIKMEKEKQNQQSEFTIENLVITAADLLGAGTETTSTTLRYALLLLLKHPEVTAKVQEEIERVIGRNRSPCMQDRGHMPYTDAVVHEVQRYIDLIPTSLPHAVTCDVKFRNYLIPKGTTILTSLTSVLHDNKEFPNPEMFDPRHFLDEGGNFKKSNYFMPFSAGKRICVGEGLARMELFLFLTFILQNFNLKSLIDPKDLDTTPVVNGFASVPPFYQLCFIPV
CYP2C19 inh = blocks human cytochrome P450 2C19; P33261; CYP2C19 Supersomes, luciferin-H EGE luminescence, 30 min; inhibition, % at 5 µM; actives 21% (n = 96,000); AID 778;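 active = CYP2C19 inhibition above a set limit at 5 µM in the primary screen, cut at about 50% in these data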;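 also: plate controls were negative control wells for no effect and 2.5 mM tranylcypromine positive control for full effect; values of inactives mirror those of a sister screen read the other way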
HIV Rev-RRE inh = HIV Rev-RRE protein-RNA interaction inhibition | Rev peptide-RRE RNA binding, FRET | inhibition, % at 8 µM | actives 0.79% (n = 97,000) | AID 704;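 active = inhibition above the screen-wide mean plus 3 SD, cut at about 35% in these data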;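 also: 0% = median DMSO wells and 100% = median Neomycin B control wells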
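Test system – labelled RRE RNA duplex and labelled Rev peptide · Signal – fluorescein-to-Cy5 FRET, 480 nm excitation · Evaluation – % inhibition of FRET ratio versus controls · Benchmarks – DMSO low control, neomycin B high control · Incubation – 5 min RNA-compound premix plus 15 min binding step, 25 °C · Medium – HEPES pH 7.5 salt buffer with EDTA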
PLAP activator = activates human placental alkaline phosphatase | activation fold at 20 µM | P05187 | actives 1.2% (n = 96,000) | AID 696 | purified PLAP enzyme, luminescent substrate read-out; active compounds read high; in the data active = activation fold above about 2
Target sequence (P05187 whole entry, looked up): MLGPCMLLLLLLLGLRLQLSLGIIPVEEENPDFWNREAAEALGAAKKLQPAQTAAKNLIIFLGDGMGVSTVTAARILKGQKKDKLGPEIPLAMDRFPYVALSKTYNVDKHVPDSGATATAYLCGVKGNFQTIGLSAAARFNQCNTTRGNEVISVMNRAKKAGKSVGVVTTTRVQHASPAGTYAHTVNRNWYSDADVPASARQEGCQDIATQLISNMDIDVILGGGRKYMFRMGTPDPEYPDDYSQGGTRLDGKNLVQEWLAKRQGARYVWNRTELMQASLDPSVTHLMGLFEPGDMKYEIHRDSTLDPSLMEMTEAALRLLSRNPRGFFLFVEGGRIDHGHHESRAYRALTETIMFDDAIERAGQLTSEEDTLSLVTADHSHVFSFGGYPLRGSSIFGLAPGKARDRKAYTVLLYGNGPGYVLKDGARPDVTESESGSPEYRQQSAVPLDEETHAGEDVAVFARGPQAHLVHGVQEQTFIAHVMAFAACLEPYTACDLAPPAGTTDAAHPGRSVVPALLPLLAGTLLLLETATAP
CYP2C9 activ = increases human cytochrome P450 2C9 activity. P11712. recombinant CYP2C9, luciferin-H conversion, luminescence; active compounds read high; factor 1 = untreated enzyme, 0 = blocked. activation factor at 5 µM. actives 1.4% (n = 96,000). AID 1024;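 active = activation factor of 2 or more for CYP2C9 at a 5 µM dose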;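 also: 0 = sulfaphenazole-blocked wells and 1 = vehicle-only wells; values of inactives mirror those of a sister screen read the other way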
EphB4 ephrin blk = blocks human EphB4 binding to ephrin-B2. P54760. EphB4 LBD / TNYL-RAW-Alexa532 peptide, fluorescence polarization. inhibition, % at 7 µM. actives 0.15% (n = 97,000). AID 720;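 active = inhibition above the screen-wide mean inhibition plus 3 SD, cut at about 15% in these data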;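 also: 0% = DMSO wells and 100% = excess unlabeled TNYL-RAW peptide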
Starred values were filed as active, the others as inactive; . = not tested or not shown.

SMILES | Plk1 PBD FP | PLK1 inh | CYP2C9 inhib | CYP2C19 activ | CYP2C19 inh | HIV Rev-RRE inh | PLAP activator | CYP2C9 activ | EphB4 ephrin blk
O=C(CSc1nnc2ccccn12)c1ccc2c(c1)OCCO2 | 2 | -7 | 6 | 0.2 | 82* | 1 | 1 | 0.9 | -7
N/C(Cc1ccc(Cl)cc1)=N\OC(=O)c1cccc2ccccc12 | 6 | -15 | -103 | 0.9 | 12 | 14 | 0.8 | 2* | 5
Cc1ccnc(NC(=S)NC(=O)/C=C/c2ccco2)c1 | 8 | -4 | 53* | 1.1 | -15 | 4 | 0.9 | 0.5 | -10
O=C1NCCCC1C(=O)N1CCN(C(=O)C2CCCNC2=O)CC1 (stereo unspecified) | . | . | -10 | 1.2 | -17 | . | 1.1 | 1.1 | .
COc1ccccc1C(=O)N/C(=C/c1ccc(Br)cc1)C(=O)NCC(=O)O | 37 | -6 | 26 | 0.6 | 37 | 4 | 1.2 | 0.7 | -1
CCOC(=O)C(Cc1ccccc1)NC(=O)CCc1c(C)nc2ncnn2c1C (stereo unspecified) | 9 | -11 | -17 | 1 | -3 | 6 | 0.9 | 1.2 | 6
O=C(c1ccco1)N1CCN(C(c2ccccc2)c2nnnn2C2CCCC2)CC1 (stereo unspecified) | -8 | 1 | . | . | . | 7 | . | . | 2
CN(C)CCCOC(=O)Cc1ccc(Cl)cc1 | 8 | -4 | 26 | 0.3 | 69* | 0 | 1.2 | 0.7 | -13
Cc1ccccc1OC(=O)Cn1c(C(F)(F)F)nc2ccccc21 | -9 | -7 | 30 | 0.6 | 35 | 12 | 0.9 | 0.7 | -9
Cc1ccc(-n2nnnc2-c2cnc(N3CCCC3)nc2C(F)(F)F)cc1 | -13 | -5 | 76* | 0.1 | 87* | -2 | 1.4 | 0.2 | 5
CCOC(=O)c1ccc(NC(=O)CSc2nnc(-c3ccncc3)n2C)cc1 | 12 | -6 | 73* | 0.3 | 69* | 2 | 0.9 | 0.3 | -4
Cc1ccccc1C1CC(=O)NC2=C1C(=O)CCC2 (stereo unspecified) | 11 | 6 | 18 | 1 | -2 | 2 | 1 | 0.8 | -19
CCN1C(=O)CSc2ccc(C(=O)NC3CCCCC3)cc21 | 5 | -13 | 5 | 0.9 | 13 | 0 | 0.9 | 1 | -4
FC(F)(F)c1nnc(-c2ccccc2)nc1Sc1ccc(Cl)cc1 | 17 | -14 | 36 | 0.7 | 30 | 20 | 0.9 | 0.6 | -5
Cc1cc(N2CCC(C)CC2)n2nc(C)c(-c3ccccc3)c2n1 | 18 | -4 | 2 | 0.9 | 6 | 5 | 1 | 1 | -1

Some of these compounds in order of heavy-atom count, falling.
SMILES | Plk1 PBD FP | PLK1 inh | CYP2C9 inhib | CYP2C19 activ | CYP2C19 inh | HIV Rev-RRE inh | PLAP activator | CYP2C9 activ | EphB4 ephrin blk
O=C(c1ccco1)N1CCN(C(c2ccccc2)c2nnnn2C2CCCC2)CC1 (stereo unspecified) | -8 | 1 | . | . | . | 7 | . | . | 2
CCOC(=O)C(Cc1ccccc1)NC(=O)CCc1c(C)nc2ncnn2c1C (stereo unspecified) | 9 | -11 | -17 | 1 | -3 | 6 | 0.9 | 1.2 | 6
FC(F)(F)c1nnc(-c2ccccc2)nc1Sc1ccc(Cl)cc1 | 17 | -14 | 36 | 0.7 | 30 | 20 | 0.9 | 0.6 | -5
Cc1ccnc(NC(=S)NC(=O)/C=C/c2ccco2)c1 | 8 | -4 | 53* | 1.1 | -15 | 4 | 0.9 | 0.5 | -10

(continued)
SMILES | Plk1 PBD FP | PLK1 inh | CYP2C9 inhib | CYP2C19 activ | CYP2C19 inh | HIV Rev-RRE inh | PLAP activator | CYP2C9 activ | EphB4 ephrin blk
Cc1ccc(NC(=O)C(=O)c2c(-c3ccccc3)cc3ccccn23)cc1S(=O)(=O)N1CCOCC1 | -12 | -12 | -18 | 0.1 | 88* | 2 | 1.6 | 1.2 | -3
CCCS(=O)(=O)N1CCCC(C(=O)NCc2ccc(C)cc2)C1 (stereo unspecified) | -5 | -10 | 4 | 0.9 | 10 | 1 | 0.9 | 1 | 3
CN(CC(O)COCc1cccs1)C1CCCCC1 (stereo unspecified) | -6 | -8 | 20 | 1 | -4 | -1 | 1 | 0.8 | -4
CCOC(=O)CN1C(=O)C(Sc2n[nH]c(-c3ccc(O)cc3)n2)CCc2ccccc21 (stereo unspecified) | 24 | -2 | 94* | 0.2 | 82* | 5 | 1.1 | 0.1 | -3
Cc1cc(C(=O)CN2C(=O)NC3(CCCc4ccccc43)C2=O)c(C)n1Cc1cccs1 (stereo unspecified) | 20 | -6 | 44 | 1 | 1 | 3 | 0.9 | 0.6 | -8
Cc1csc(NC(=O)CSc2nnc(-c3ccncc3)o2)n1 | -1 | 15 | 29 | 0.5 | 55* | 0 | 1 | 0.7 | 3
Cc1ccccc1N(C(=O)Cc1ccsc1)C(C(=O)NC1CCCCC1)c1ccc(F)cc1 (stereo unspecified) | 17 | 1 | 27 | 0.9 | 6 | 4 | 0.9 | 0.7 | 2
CCCN1C(=O)C(NC(=O)c2ccncc2)(C(F)(F)F)C2=C1CC(C)(C)CC2=O (stereo unspecified) | 19 | -2 | 20 | 0.7 | 29 | 1 | 1.3 | 0.8 | -2
CCS(=O)(=O)N1CCCC(C(=O)NCCN(C)Cc2ccccc2)C1 (stereo unspecified) | 23 | -7 | 0 | 1 | -1 | 4 | 0.9 | 1 | 3
Cc1nn(C(C)C(=O)N2CCc3ccccc32)c(C)c1[N+](=O)[O-] (stereo unspecified) | -4 | -1 | 68* | 0.4 | 55* | 4 | 0.9 | 0.3 | 3
O=C(CCSc1ccc(Cl)c(Cl)c1)NC12CC3CC(CC(C3)C1)C2 | -22 | -11 | 13 | 0.7 | 29 | 10 | 0.9 | 0.9 | -2
CSc1nc2ccc(NS(=O)(=O)c3ccc(Cl)s3)cc2s1 | -17 | -9 | 100* | 0 | 100* | 9 | 1.3 | 0 | 3
COc1ccc(N2C(=O)CSC23C(=O)N2CCCc4cccc3c42)cc1 (stereo unspecified) | 6 | -19 | 10 | 0.9 | 11 | -3 | 1.4 | 0.9 | -2
c1csc(C2C3=C(Nc4ncnn42)c2ccccc2OC3)c1 (stereo unspecified) | -16 | -3 | 37 | 0.7 | 29 | 7 | 0.9 | 0.6 | -6
COc1cccc(-n2c(SCC(=O)NCc3ccco3)nnc2-c2c[nH]c3ccccc23)c1 | 5 | -16 | 59* | 0.3 | 66* | 0 | 1.2 | 0.4 | 1
CC1=C(C)CC(C(=O)N2CCN(Cc3ccccc3)CC2)C(C(=O)O)C1 (stereo unspecified) | -5 | -2 | 9 | 0.8 | 20 | 7 | 1.5 | 0.9 | 4
O=C(CCN1C(=O)C2CC=C(Cl)CC2C1=O)NCc1ccco1 (stereo unspecified) | -2 | -21 | -4 | 1.1 | -14 | 4 | 1.5 | 1 | -6
CCOC(=O)c1ccccc1NC(=O)CSc1ccccc1 | 1 | -12 | . | . | . | 18 | . | . | 2
CN(C)c1ccc(NC(=O)CSc2nnc(-c3cccs3)n2Cc2ccco2)cc1 | 9 | -10 | 44 | 0.7 | 27 | -2 | 1.4 | 0.6 | 7
CCCCc1nc2ccccc2c(=O)n1NC(=O)c1c(O)c2cccc3c2n(c1=O)CC3 | . | . | 21 | 0.9 | 8 | . | 1.6 | 0.8 | .
CC(=O)c1c(C(C)=O)c(C)n(Cc2ccc3c(c2)OCO3)c1C | -9 | -3 | 55* | 0.2 | 75* | 2 | 1 | 0.5 | 6
CC1(C)CC(=O)C=C(Nc2cc(-c3ccccc3)[nH]n2)C1 | -8 | -6 | 53* | 0.9 | 14 | 0 | 1.3 | 0.5 | -6
COc1ccc(-c2coc3cc(O)ccc3c2=O)cc1OC | 6 | -9 | -106 | 0.9 | 5 | 3 | 1 | 2.1* | 1
C=CCSc1nc2ccccc2c2nc(-c3ccccc3)nn12 | -25 | -3 | 7 | 1 | 1 | 7 | 1.2 | 0.9 | 4
COc1ccc(OC)c2[nH]c(=O)c(CCNC(=O)CC(C)C)cc12 | -11 | -15 | -154 | 0.7 | 32 | -5 | 1 | 2.5* | 2
CCN(CC)CC(=O)N1N=C(c2cccs2)CC1c1ccco1 (stereo unspecified) | 4 | -7 | 3 | 1 | 4 | 7 | 1.1 | 1 | 4
COc1cc2c(cc1OC)-c1cc(NC3CCCCC3)nc(=O)n1CC2 | -15 | -10 | -1 | 1 | -3 | 15 | 0.9 | 1 | -3
COc1ccc(CNC(=O)c2c(O)c3ccccc3n(C)c2=O)cc1OC | 21 | -8 | 44 | 1.1 | -6 | 3 | 1.2 | 0.6 | -1
COc1ccc(CCN(Cc2cc3cc(C)c(C)cc3nc2Cl)C(=O)C2CC2)cc1 | 16 | 6 | 23 | 0.7 | 26 | -4 | 1 | 0.8 | -3
CCN(CC)C(=O)c1cc(-c2ccccc2OC)on1 | -4 | 20 | -4 | 0.8 | 18 | 10 | 1 | 1 | 3
COc1cc(NC(=O)CN(C)S(=O)(=O)c2ccc(C)cc2)cc(OC)c1 | 14 | 4 | -77 | 0.2 | 82* | 1 | 1.1 | 1.8 | -5
COc1ccc(-c2nc(-c3ccccc3)nc(Cl)c2C#N)cc1 | -25 | -17 | 25 | 0.9 | 7 | 0 | 0.8 | 0.7 | -2
CSCCC1NC2(C(=O)Nc3ccc(Cl)cc32)[C@@H]2C(=O)N(C3CCCC3)C(=O)[C@H]12 (stereo partly specified) | 0 | 0 | 76* | 0.3 | 74* | 7 | 1.5 | 0.2 | -7
CC1(C(=O)NCc2cccnc2)CCC(=O)N1Cc1cccs1 (stereo unspecified) | . | . | 8 | 0.5 | 52* | . | 1 | 0.9 | .
COc1ccc(CN(C(=O)c2oc3ccccc3c2C)C2CCS(=O)(=O)C2)cc1OC (stereo unspecified) | -25 | -3 | 96* | 0.2 | 75* | 6 | 1.3 | 0 | -3
COc1cccc(C(=O)CSc2nnc(COc3cccc4cccnc34)o2)c1 | . | . | -60 | 0.6 | 40 | . | 0.9 | 1.6 | .
COc1cccc(N(C(=O)Cn2nnc(-c3cccs3)n2)C(C(=O)NC(C)C)c2ccc(C)o2)c1 (stereo unspecified) | 18 | -9 | 8 | 0.9 | 7 | 7 | 1.1 | 0.9 | 6
CCOc1c2ccc(C(=O)NC3CCCc4ccccc43)cc2nn1C (stereo unspecified) | -23 | -4 | -22 | 1 | -1 | 4 | 1.3 | 1.2 | 1
CC1CCCCN1C(=O)CSc1nc(N)cc(=O)[nH]1 (stereo unspecified) | 2 | -12 | 36 | 1 | -3 | 7 | 1 | 0.6 | -3
CCc1ccc2[nH]c(=O)c(CN(CCN(C)C)C(=O)Nc3ccccc3)cc2c1 | -27 | -14 | 17 | 0.8 | 17 | 0 | 1.7 | 0.8 | 7
O=C(NCc1cccs1)c1ccc(N2CCCC2=O)cc1 | 20 | -6 | 8 | 0.9 | 6 | 3 | 0.9 | 0.9 | 1
CN(C)S(=O)(=O)c1ccc2nc(NC(=O)c3cccs3)sc2c1 | -6 | -11 | 38 | 1 | 0 | 8 | 1.1 | 0.6 | 9
Cc1nn(Cc2ccccc2)c2c1C(c1ccncc1)C(C#N)=C(N)O2 (stereo unspecified) | . | . | 100* | 0.1 | 92* | . | 1.1 | 0 | .
